Assay outcomes (PubChem)
STAT3 inh: IL-6 driven STAT3 reporter inhibitors, primary screen, U3A cells, luciferase, luminescence, MLSCN library; actives 0.89% (n = 190,000); IL-6 STAT3-luciferase reporter; host cell line lacks STAT1; inhibition, % at 5.5 µM;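 active means inhibition above the mean inhibition across all screened compounds plus 3 SD, cut at about 44% in these data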;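 further: 0% = DMSO only wells and 100% = 100 µM nifuroxazide control wells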
STAT1 activator: STAT1 signaling activators, primary screen, cell-based, HTS, luciferase reporter | NIH 3T3 STAT1-luciferase reporter, IFN-gamma, luminescence; 100% = IFN-gamma alone, no compound | activation (% of control), % at 5.5 µM | actives 2.6% (n = 200,000);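 active means activation above the screen-wide mean activation plus 3 SD, cut at about 130% in these data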;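 further: raw ratio to IFN-gamma control signal so 100% means no change and 0% no light; values of inactives mirror those of a sister screen read the other way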
G6PDH counter: L. mesenteroides G6PDH inhibitors, counter-screen for G6PDH-coupled screening assays, biochemical, Leuconostoc mesenteroides enzyme | glucose-6-phosphate dehydrogenase [Leuconostoc mesenteroides] | Purified L. mesenteroides G6PDH, diaphorase/resazurin coupled fluorescence, 45 min | inhibition, % at 5 µM | actives 0.12% (n = 200,000); in the data active means inhibition above about 50%
Hsp70 activator: Hsp70 transcriptional activators, primary screen, cell-based, HeLa, Hsp70 promoter luciferase, luminescence, 10 µM; activation, % at 10 µM; HeLa Hsp70 promoter luciferase reporter; scaled: vehicle 0, proteasome-inhibitor control 100%; actives 0.04% (n = 200,000);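 active means activation above the mean across all tested compounds plus 3 SD, cutoff set per campaign, cut at about 5.5% in these data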;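 further: 100% = MG132 at 30 µM as the positive control and 0% = DMSO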
STAT1 blocker: STAT1 signaling inhibitors, primary screen, cell-based, HTS, luciferase reporter; NIH 3T3 STAT1-luciferase reporter, IFN-gamma, luminescence; inhibition, % at 5.5 µM; actives 0.35% (n = 200,000); AID 920, 2007;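 active means inhibition above a set limit, the mean inhibition across all tested compounds plus 3 SD, cut at about 34% in these data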;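 further: 0% = IFN-gamma with DMSO and 100% = IFN-gamma with 300 µM nifuroxazide; values of inactives mirror those of a sister screen read the other way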
APP 5UTR inh: inhibitors of APP translation via 5'UTR reporter, primary screen, APP 5'UTR luciferase, SH-SY5Y cells; actives 0.82% (n = 190,000); AID 1285, 2008; inhibition, % at 2 µM; SH-SY5Y APP 5'UTR-luciferase reporter, luminescence;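 active means inhibition above a set limit, derived from the sample mean plus 3 SD, cut at about 45% in these data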; further: values of inactives mirror those of a sister screen read the other way
TLR4-MyD88 BLA: inhibitors of TLR4-MyD88 association in cells, primary screen, cell-based, HeLa CL3-4, BLA complementation, FRET ratio | Toll-like receptor 4 (Homo sapiens) + Myeloid differentiation primary response protein … | HeLa CL3-4 TLR4/MyD88 BLA complementation | inhibition, % at 8.4 µM | actives 0.18% (n = 200,000); in the data active means inhibition above about 25%;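 further: 0% = vehicle and 100% = reference inhibitor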
Target sequence (O00206 whole entry, looked up): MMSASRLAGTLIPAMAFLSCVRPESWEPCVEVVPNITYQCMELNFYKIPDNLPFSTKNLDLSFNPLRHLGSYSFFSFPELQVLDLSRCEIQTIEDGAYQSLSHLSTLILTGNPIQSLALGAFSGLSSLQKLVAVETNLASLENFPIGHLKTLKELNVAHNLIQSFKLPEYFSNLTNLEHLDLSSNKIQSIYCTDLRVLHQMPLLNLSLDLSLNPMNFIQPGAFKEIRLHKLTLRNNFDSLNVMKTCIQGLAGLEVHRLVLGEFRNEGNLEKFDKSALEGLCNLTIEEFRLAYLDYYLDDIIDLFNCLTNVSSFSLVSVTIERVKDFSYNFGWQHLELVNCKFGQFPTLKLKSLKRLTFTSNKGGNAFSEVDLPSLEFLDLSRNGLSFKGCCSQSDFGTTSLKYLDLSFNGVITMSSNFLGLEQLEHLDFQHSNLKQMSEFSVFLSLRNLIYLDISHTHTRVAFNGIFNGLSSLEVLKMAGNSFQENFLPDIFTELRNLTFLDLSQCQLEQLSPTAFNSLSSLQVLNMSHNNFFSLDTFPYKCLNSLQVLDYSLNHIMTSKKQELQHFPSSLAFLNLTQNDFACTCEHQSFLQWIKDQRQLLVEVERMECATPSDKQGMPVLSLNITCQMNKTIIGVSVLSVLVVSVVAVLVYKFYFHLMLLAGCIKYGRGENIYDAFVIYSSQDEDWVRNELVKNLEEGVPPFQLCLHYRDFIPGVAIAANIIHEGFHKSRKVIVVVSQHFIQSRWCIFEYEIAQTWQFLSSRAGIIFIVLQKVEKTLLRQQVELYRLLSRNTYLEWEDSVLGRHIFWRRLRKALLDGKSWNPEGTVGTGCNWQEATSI
Target sequence (Q99836 whole entry, looked up): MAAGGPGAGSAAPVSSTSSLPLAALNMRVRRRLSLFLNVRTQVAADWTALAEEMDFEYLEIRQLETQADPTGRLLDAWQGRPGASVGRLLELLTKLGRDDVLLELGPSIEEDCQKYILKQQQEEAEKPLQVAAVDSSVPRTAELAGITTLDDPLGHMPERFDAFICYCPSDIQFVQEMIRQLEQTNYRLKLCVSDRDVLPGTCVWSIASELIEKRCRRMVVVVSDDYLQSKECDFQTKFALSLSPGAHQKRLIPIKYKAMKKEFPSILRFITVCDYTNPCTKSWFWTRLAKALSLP
Diaphorase act: compounds boosting diaphorase resazurin reduction – biochemical, uHTS, resorufin fluorescence, counter-screen for diaphorase-coupled primary assays, primary screen; Diaphorase/resazurin coupled assay, 16 min; stronger effect = higher value; 1 = vehicle wells, 0 = NADH-free wells; activation factor at 20 µM; actives 0.005% (n = 190,000); AID 1229, 2008;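 active means diaphorase activity raised at least twofold by the compound at 20 µM; inactive means activation factor below 2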
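Assay system: bacterial diaphorase enzyme (C. kluyveri) / Input: enzyme 0.07 U/mL final / Medium: 50 mM HEPES pH 7.4 with 4.542 mM MgCl2, 0.005% Tween 20 / Doses: single compound dose of 20 µM, 1% DMSO final / Incubation: 16 min enzyme reaction, ambient temperature / Signal: fluorescence, excitation 544 nm and emission 590 nm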
STAT3 act: IL-6 driven STAT3 reporter potentiators, primary screen, U3A cells, luciferase, luminescence, MLSCN library; actives 0.91% (n = 190,000); IL-6 STAT3-luciferase reporter; 100% = signal with IL-6 EC80 alone; AID 871, 2007; activation (% of control), % at 5.6 µM;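 active means activation above the screen-wide mean of compound activation plus 3 SD, cut at about 130% in these data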;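 further: 0% = background luminescence of wells with medium and substrate only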
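Assay system – human STAT1-deficient U3A cells with stable STAT3-luciferase reporter · Also added – IL-6 (33 ng/mL) · Schedule – compound 1 h, then IL-6 6 h at 37 °C · Technique – reporter luminescence signal · Evaluation – % activation versus median of IL-6-stimulated wells · Benchmarks – IL-6-only wells as 100% reference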
Diaph inh CS: diaphorase inhibitors and chemical oxidizers, primary screen, counter-screen for diaphorase-coupled primary assays, biochemical, uHTS, resorufin fluorescence. inhibition, % at 20 µM. diaphorase resazurin-to-resorufin fluorescence, NADH, 16 min; bacterial (C. kluyveri) enzyme, not human. AID 1217, 2008. actives 0.69% (n = 190,000);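 active means primary screen inhibition at 20 µM above a set limit, cut at about 50% in these data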;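 further: plate controls were DMSO with full reaction for no effect and wells lacking NADH for full effect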
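material = Clostridium kluyveri diaphorase enzyme | amount = 0.14 U/mL diaphorase, enzyme working solution | schedule = incubation 16 min, room temperature | detection = fluorescence of resorufin formed from resazurin, Ex 544/Em 590 nm | benchmarks = positive control minus NADH, DMSO neutral control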
* hit, by the source's call; / = no result given.

SMILES	STAT3 inh	STAT1 activator	G6PDH counter	Hsp70 activator	STAT1 blocker	APP 5UTR inh	TLR4-MyD88 BLA	Diaphorase act	STAT3 act	Diaph inh CS
CCOc1cc(N2CCOCC2)c(OCC)cc1NC(=O)COC(=O)CCc1c[nH]c2ccccc12	-16	101	-47	-0.1	-1	-1	-11	0.8	115	20
Cc1ccc(S(=O)(=O)N(c2ccccc2)C2CCS(=O)(=O)C2)cc1 (centres undefined)	4	102	3	0.2	-2	10	1	1	100	3
COc1ccccc1NC(=S)NC(NC(=O)C(C)C)C(Cl)(Cl)Cl (centres undefined)	4	95	6	-0.3	4	19	-5	1.1	101	-11
Cc1ccccc1NC(=O)CN1C(=O)N/C(=C\c2cccn2-c2cccc(C(=O)O)c2)C1=O	6	102	19	-0.3	-3	3	-15	0.8	99	24
Cc1nnc(SCC(=O)Nc2ncc(Cl)cc2Cl)n1Cc1ccccc1	0	100	11	-0.5	-1	9	0	1	105	-3
COc1ccccc1N1CCN(C(=O)c2cc(-c3ccc(Cl)cc3)on2)CC1	4	101	0	-0.2	-1	1	-4	0.9	97	9
Cc1cc(=O)n2[nH]c(NCc3c(F)cccc3Cl)nc2n1	4	103	10	-0.3	-3	7	-4	0.9	101	6
CCN(CC)S(=O)(=O)c1ccc2[nH]cc(C(=O)NCCCN3CCCCC3)c(=O)c2c1	2	106	0	-0.3	-6	-4	-2	1	101	0
CCS(=O)(=O)Nc1cccc(C2=NN(C(C)=O)C(c3cccs3)C2)c1 (centres undefined)	23	98	10	-0.1	1	4	-10	0.8	84	21
CCOC(=O)c1sc(NC(=O)CN2CCCC2)c(C(=O)OCC)c1C	24	107	2	-0.3	-5	9	-3	1	83	0
CCc1cc(C(=O)NNC(=S)Nc2ccccc2C)cs1	11	119	1	0.2	-24	-120	-7	1	93	3
COc1ccc(C)cc1S(=O)(=O)Nc1cccc(C)c1	5	105	5	-0.2	-8	-2	-6	1	102	-3
COc1cccc(/C(C)=N/NC(=O)c2cc(-c3cccnc3)nc3ccccc23)c1	-1	105	-7	-0.4	-5	-8	-13	0.8	104	17
COc1ccc(C(=O)NCC(=O)OCC(=O)Nc2c(C)n(C)n(-c3ccccc3)c2=O)cc1	-3	87	1	0.6	14	7	5	0.9	103	12
COCCCN1CCN(C2Cc3ccccc3Sc3ccc(Cl)cc32)CC1 (centres undefined)	19	101	6	-0.2	-1	3	-7	0.9	90	13

Three entries already listed, ordered by their value in STAT3 act, ascending.
canonical_smiles,STAT1 activator,Hsp70 activator,STAT1 blocker,APP 5UTR inh,TLR4-MyD88 BLA,STAT3 act
CCOC(=O)c1sc(NC(=O)CN2CCCC2)c(C(=O)OCC)c1C,107,-0.3,-5,9,-3,83
CCc1cc(C(=O)NNC(=S)Nc2ccccc2C)cs1,119,0.2,-24,-120,-7,93
Cc1nnc(SCC(=O)Nc2ncc(Cl)cc2Cl)n1Cc1ccccc1,100,-0.5,-1,9,0,105

Returning to the listing, starting 2 compounds before the break.
SMILES	STAT3 inh	STAT1 activator	G6PDH counter	Hsp70 activator	STAT1 blocker	APP 5UTR inh	TLR4-MyD88 BLA	Diaphorase act	STAT3 act	Diaph inh CS
COc1ccc(C(=O)NCC(=O)OCC(=O)Nc2c(C)n(C)n(-c3ccccc3)c2=O)cc1	-3	87	1	0.6	14	7	5	0.9	103	12
COCCCN1CCN(C2Cc3ccccc3Sc3ccc(Cl)cc32)CC1 (centres undefined)	19	101	6	-0.2	-1	3	-7	0.9	90	13
CC(NC(=O)COC(=O)/C=C/c1ccc(Cl)cc1)c1ccccc1 (centres undefined)	6	92	4	-0.1	10	10	6	1.1	99	-13
O=C(NCCc1c[nH]c2ccccc12)Nc1cccc2ccccc12	19	93	-4	-0.4	7	-4	-3	0.8	88	18
O=c1cc(Cc2nnc(SCc3ccccc3)n2-c2ccc(Cl)cc2)[nH]c(=O)[nH]1	23	101	10	-0.3	-3	2	-1	1	88	0
CCOCCCNC(=O)NC12CC3CC(CC(C3)C1)C2	-10	104	7	-0.4	-4	-11	3	0.9	112	10
CCN(CCC(=O)Nc1ccc(Br)c(C)c1)Cc1ccccc1	-2	98	3	0.0	2	20	-5	0.9	107	12
CCOC(=O)C1(Cc2ccc(OC)cc2)CCN(C(=O)c2ccoc2C)CC1	6	99	2	0.3	2	-10	-9	0.9	95	11
Cc1nc(C)c(C(=O)NCc2ccc(Cl)cc2)o1	18	94	3	-0.3	7	-2	-8	0.8	88	18
O=C(C1COc2ccccc2O1)N1CCN(Cc2ccc3c(c2)OCO3)CC1 (centres undefined)	12	100	12	-0.1	2	1	6	0.9	96	9
CCCCc1c(C(=O)O)cc(OC)cc1C(=O)O	6	101	0	-0.1	-2	-59	-8	1	100	0
COc1cc(C2NC(=O)NC(C)=C2C(=O)OCC2CCCO2)cc(OC)c1OC (centres undefined)	15	91	8	0.1	8	19	4	1	91	-2
CCOc1cc(CN2CCC(CO)(Cc3cccc(C(F)(F)F)c3)CC2)ccc1OC	7	101	18	0.1	-2	-15	10	1	104	0
COc1ccc(NC(=O)c2ccc3nc(-c4ccccc4)c(-c4ccccc4)nc3c2)c(OC)c1	-7	96	-26	-0.4	4	-6	-9	1	101	0
O=C(CC(Nc1ccc(F)cc1)c1ccccc1)c1ccccc1 (centres undefined)	9	90	-2	-0.3	11	-12	-9	0.8	94	16
CCN1C(=O)C(C(=O)c2ccccc2)SC1=S (centres undefined)	4	102	8	0.1	-2	26	7	1.1	102	-8
Cc1cc(Nc2ccccc2F)n2ncnc2n1	11	93	-20	-0.4	8	-11	-7	0.9	91	14
CC(=O)Nc1ccc(Cl)cc1C1COC(=O)C1=N (centres undefined)	-7	100	-2	-0.2	0	-5	-13	1.1	106	-12
c1ncn(C23CC4CC(CC(C4)C2)C3)n1	18	96	5	0.2	4	-17	-11	1	87	3
CCOc1cc(/C=C/c2nc3ccccc3s2)ccc1OCC(=O)N1CCOCC1	1	103	15	-0.2	-4	10	-8	0.9	99	11
O=C(Oc1cccc(NC(=O)c2cccs2)c1)c1cccc(S(=O)(=O)N2CCCC2)c1	-4	101	-9	-0.1	-1	18	1	0.8	101	21
O=C(Cc1ccc(S(=O)(=O)N2CCCCC2)s1)Nc1cccc2ccccc12	3	98	4	0.1	2	-6	7	0.8	105	19
Cc1cc(C)n(-c2nc3nonc3nc2-n2nc(C)cc2C)n1	-6	99	-13	0.2	1	-8	4	0.9	109	13
CC(C)Cn1cc(C(=O)N2CCOCC2)c2c3ccccc3n(C)c2c1=O	9	96	5	-0.3	5	15	-13	0.8	101	24
O=C(CC1CCCCC1)NCc1ccccn1	11	91	1	-0.4	4	-8	-4	0.9	94	7
Cc1cccc(N(C(=O)c2csnn2)C(C(=O)NC(C)(C)C)c2cccs2)c1 (centres undefined)	2	104	-2	-0.2	-5	-19	2	1	108	3
CC(=O)NC1=NN(C(C)=O)C(c2ccc(C)cc2)S1 (centres undefined)	1	98	16	-0.2	1	-15	3	0.9	102	8
S=C(Nc1ccc(Cl)cc1)N1CCCCC1	5	94	13	-0.5	6	2	-7	0.9	98	13
COc1ccc(-c2[nH]nc3c2C2(C(=O)N(CC(=O)O)c4ccccc42)C(C#N)=C(N)O3)cc1OC (centres undefined)	0	93	6	0.1	8	2	-4	0.9	102	5
CC(C)C(=O)NCCc1nc2ccccc2n1CCc1ccccc1	14	94	10	0.0	5	-9	-7	1	95	-1
COc1cccc(C2C=C(Nc3ccccc3)C(=O)N2c2ccccc2)c1 (centres undefined)	-2	99	3	-0.1	1	13	1	1	99	2
Cn1nc(C(=O)Nc2ccc(S(=O)(=O)N3CCCCC3)cc2)ccc1=O	9	86	2	-0.3	15	3	21	0.8	96	17
Cc1ccc(NC(=O)C(=O)NCc2ccco2)c(C)c1	10	126	1	0.2	-30	-74	8	0.9	94	8
COc1cccc(-c2nnc(SCc3nc4ccccc4s3)n2C)c1	-28	106	-3	-0.1	-6	/	-15	1	121	3
CCc1cccc2c(C(=O)COC(=O)/C=C/c3ccccc3OC)c[nH]c12	2	98	-23	-0.5	2	-8	-9	0.8	95	24
CCOC(=O)c1c(C)n(C)c2cc(Br)c(C)cc12	24	108	-2	-0.5	-9	2	6	0.8	81	20
Cc1nn(CC(=O)NCCCN2CCOCC2)c(C)c1[N+](=O)[O-]	7	89	1	0.1	12	13	5	1	96	0
CCOc1ccc(C(=O)NCC(c2cccs2)N(C)C)cc1OCC (centres undefined)	24	102	2	-0.5	-2	-10	-6	1	81	1
CC(=O)N1N=C(c2ccccc2O)OC1(C)CC(=O)Nc1ccccc1 (centres undefined)	-46	99	13	0.7	1	-2	-1	1.1	139*	-8
CC(=O)Oc1c(C)c(=O)n(C)c2ccccc12	19	87	3	-0.4	14	-16	6	1	85	4
CCCC(=O)OCC(=O)Nc1ccc(OC(F)F)cc1	2	97	4	-0.4	4	12	-9	0.8	105	17
COC(=O)c1ccc(Oc2cc(C)nc(Cl)n2)cc1	17	102	17	-0.2	-1	-8	1	1.2	87	-19
CCN(C1CCCCC1)S(=O)(=O)c1cn(C)c(=O)n(C)c1=O	5	109	-1	0.0	-10	-1	-4	1	103	1
Cc1c(N2C(=O)C(C)SC23C(=O)Nc2ccccc23)c(=O)n(-c2ccccc2)n1C (centres undefined)	0	102	5	-0.2	-3	2	-2	0.9	104	5
CC(C)CC(C(=O)OCC(=O)c1c(N)n(C)c(=O)n(C)c1=O)N1C(=O)C2CC=CCC2C1=O (centres undefined)	6	104	-1	-0.2	-4	17	-5	0.9	95	8
CC1CC(C)CN(S(=O)(=O)c2ccc(C(=O)N(c3ccccn3)C3CCCCC3)cc2)C1 (centres undefined)	5	99	-18	-0.1	-1	-5	-20	0.9	103	8
O=C(O)/C=C/C(=O)Nc1ccc2nccnc2c1	6	99	3	-0.1	1	-3	-1	0.8	97	18
Cc1cccc(N2C(=O)CCC2=O)c1	3	105	0	0.0	-6	-5	5	1	101	3
Cc1nc2cc(NC(=O)COc3ccccc3C#N)ccc2n1-c1ccccc1	18	95	3	0.1	-1	5	-7	0.9	85	14
CC(C)(C)c1ccc(-c2nc3n(c(=O)c2C#N)CCS3)cc1	12	104	1	0.4	-7	-12	-16	0.8	96	19
